Source: PubChem
GLP1R ag: qHTS of GLP-1 Receptor Agonists. Glucagon-like peptide 1 receptor (Homo sapiens), P43220. Potency, µM (highest dose often 45.6 µM), for inactives: top-dose activation, hits mostly activators. hit rate 0.007% among 380,000. HEK293 GLP-1R CRE-luciferase, luminescence, 4-6 h; cells express a hypersensitive GLP-1R form; further: potency means the concentration at half of the fitted maximal effect; % of control where 0% means no effect
PI5P4K alpha inh: qHTS for Inhibitors of phosphatidylinositol 5-phosphate 4-kinase (PI5P4K) | Phosphatidylinositol 5-phosphate 4-kinase type-2 alpha (Homo sapiens), P48426 | PI5P4Kalpha enzyme, ADP-Glo luminescence, 60 min; stronger effect = lower value | max response, % | hit rate 1.2% among 330,000 | AID 652105, 2013; active means max response of -50% or lower; inconclusive means between -30% and -50%; inactive means -30% or higher; further: value at the top dose of about 77 µM; on the % scale 0 is the no-effect control and ±100 the full control effect
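Luminescence from ADP-Glo served as readout of PI5P4Kalpha activity in a qHTS format. Reaction: enzyme, substrate, compound, ATP at 5 microM final, 60 min at RT.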
D3 antag: qHTS of D3 Dopamine Receptor Antagonist: qHTS. D3R cells, DiscoveRx beta-arrestin luminescence, antagonist mode; stronger effect = lower value. max response, negative = inhibition, %. hit rate 2.5% among 360,000. AID 652054, 2013; in the data active means max response below about -50%; inconclusive means no clear call, values can overlap the other calls; further: on the % scale 0 is the no-effect control and ±100 the full control effect; mostly tested at two doses, the higher about 12 µM
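Cells expressing the human receptor were seeded at 1500 cells/well, incubated overnight at 37 degrees C in 5% CO2, then exposed to library compounds with dopamine controls for 90 minutes at 37 degrees C before luminescent detection.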
GLP-1R inv ag: qHTS of GLP-1 Receptor Inverse Agonists (Inhibition Mode); Glucagon-like peptide 1 receptor (Homo sapiens), P43220; HEK293 GLP-1R CRE-luciferase, luminescence, 24 h; GLP-1R form is constitutively active; Potency, µM (titrated, usually from 38.3 µM), for inactives: top-dose activity change, negative = inhibition, hits mostly inhibitors; hit rate 1.6% among 410,000; AID 624417, 2012; further: potency means the concentration at half of the fitted maximal effect; on the % scale 0 is the no-effect control and ±100 the full control effect; nearly all actives have a fitted effect of over 55% in size
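Luminescence readout: a drop in cAMP-driven luciferase signal flags inverse agonism at a constitutively active GLP-1R stably expressed in HEK293. Compound exposure lasted 24 hr at 37 deg C, 5% CO2.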
IL-2 act: qHTS of IL-2 Activators | activation, % (series mostly up to about 46 µM) | IL-2 activation reporter assay, cell-based qHTS; stimulated with anti-CD3/CD4/CD28 beads; in transgenic mouse T cells | hit rate 0.065% among 360,000 | AID 652025, 2013; in the data active means activation above about 50%; inconclusive means mostly about 30% to 49%; further: 0% is about no effect
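Unstimulated transgenic mouse T cells; 60-min compound exposure; bead-based TCR/CD4/CD28 stimulation; 18 h culture, 37 degrees C; dual fluorescence (EGFP, DsRed) plate cytometry.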
DRD3 agonist: qHTS of D3 Dopamine Receptor Agonist: qHTS; D(3) dopamine receptor (Homo sapiens), P35462; D3R DiscoveRx beta-arrestin cells, luminescence, 90 min; max activation, %; hit rate 0.58% among 410,000; AID 652048, 2013; in the data active means max activation above about 30%; further: 0% is about no effect; mostly tested at two doses, the higher about 12 µM
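Agonist-mode cell screen: cells plated at 1500/well and incubated overnight at 37 °C, then exposed to library compounds for 90 min at 37 °C. Detection reagent was added for 30–60 min at room temperature, and luminescence was read.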
GLP1R cytotox: qHTS of GLP-1 Receptor Inverse Agonists: Cytotox Screen. HEK293 cAMP-luciferase reporter cells, luminescence, 24 h. Potency, µM (doses to about 38.3 µM), inactives show at the highest dose activity change, negative = inhibition, most hits filed as inhibitors. hit rate 0.13% among 410,000;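 further: loss of luciferase light is scored as toxicity; potency means the concentration at half of the fitted maximal effect; on the % scale 0 is the no-effect control and ±100 the full control effect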
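Step one: seed cells (200 cells/uL, DMEM with 10% Nu serum, 1% pen-strep). Step two: 12-hour incubation at 37 deg C. Step three: pin 23 nL compound, incubate 24 hr. Step four: add luciferase reagent, read luminescence 12 min later.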
WRN helicase inh: qHTS for Inhibitors of WRN Helicase; Bifunctional 3'-5' exonuclease/ATP-dependent helicase WRN (Homo sapiens), Q14191; WRN helicase unwinding, fluorescent forked duplex, kinetic; Potency, µM (titrated, usually from 114 µM), without a hit: top-dose activity change, negative = inhibition, usual class: inhibitors; hit rate 0.46% among 360,000; further: potency means the concentration at half of the fitted maximal effect; on the % scale 0 is the no-effect control and ±100 the full control effect; nearly all actives have a fitted effect of over 55% in size
Target sequence (Q14191 whole entry, looked up): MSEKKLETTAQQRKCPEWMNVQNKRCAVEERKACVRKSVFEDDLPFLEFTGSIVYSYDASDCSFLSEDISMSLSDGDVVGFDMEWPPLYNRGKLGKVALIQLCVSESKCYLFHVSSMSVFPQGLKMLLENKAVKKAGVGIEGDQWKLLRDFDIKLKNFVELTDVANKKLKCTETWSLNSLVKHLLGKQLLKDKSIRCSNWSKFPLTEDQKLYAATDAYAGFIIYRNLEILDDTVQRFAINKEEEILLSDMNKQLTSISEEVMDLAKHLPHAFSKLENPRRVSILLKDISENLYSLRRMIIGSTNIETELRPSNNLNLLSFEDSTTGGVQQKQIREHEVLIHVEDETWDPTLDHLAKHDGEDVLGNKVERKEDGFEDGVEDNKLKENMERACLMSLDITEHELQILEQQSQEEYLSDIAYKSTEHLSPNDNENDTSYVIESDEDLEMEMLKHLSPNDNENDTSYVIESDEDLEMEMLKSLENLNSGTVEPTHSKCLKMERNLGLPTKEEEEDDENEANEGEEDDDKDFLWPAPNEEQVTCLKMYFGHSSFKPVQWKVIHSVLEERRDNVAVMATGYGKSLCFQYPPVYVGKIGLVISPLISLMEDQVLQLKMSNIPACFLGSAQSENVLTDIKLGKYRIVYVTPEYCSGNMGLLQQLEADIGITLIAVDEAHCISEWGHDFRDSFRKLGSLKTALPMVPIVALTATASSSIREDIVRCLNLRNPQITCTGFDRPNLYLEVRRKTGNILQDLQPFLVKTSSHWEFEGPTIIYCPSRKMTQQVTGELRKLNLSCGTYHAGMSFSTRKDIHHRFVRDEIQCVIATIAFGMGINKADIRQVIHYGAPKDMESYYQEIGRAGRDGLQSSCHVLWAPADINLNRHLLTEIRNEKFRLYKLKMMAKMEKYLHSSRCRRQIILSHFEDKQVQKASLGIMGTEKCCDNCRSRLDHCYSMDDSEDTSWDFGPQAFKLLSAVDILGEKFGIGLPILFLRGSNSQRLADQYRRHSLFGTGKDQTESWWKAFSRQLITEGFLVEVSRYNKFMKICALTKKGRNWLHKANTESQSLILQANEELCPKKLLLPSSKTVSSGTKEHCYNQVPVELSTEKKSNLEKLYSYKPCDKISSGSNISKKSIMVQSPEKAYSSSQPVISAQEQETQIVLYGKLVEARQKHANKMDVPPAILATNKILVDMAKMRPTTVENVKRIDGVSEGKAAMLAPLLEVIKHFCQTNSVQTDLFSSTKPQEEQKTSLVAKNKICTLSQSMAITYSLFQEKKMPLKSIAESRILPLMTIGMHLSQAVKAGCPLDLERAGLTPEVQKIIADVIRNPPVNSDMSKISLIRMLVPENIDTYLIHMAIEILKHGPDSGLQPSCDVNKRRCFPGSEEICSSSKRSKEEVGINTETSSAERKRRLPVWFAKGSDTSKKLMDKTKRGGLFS
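Primary qHTS, 1536-well format. 20 nM WRN + compound, 15 min RT; start with 100 nM forked fluorophore/quencher duplex, 2 mM ATP (final); kinetic read ex 525/em 598 nm.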
PLK1 PBD inh: qHTS for Inhibitors of PLK1-PDB (polo-like kinase 1 - polo-box domain): Primary Screen | Serine/threonine-protein kinase PLK1 (Homo sapiens), P53350 | Potency, µM, for inactives: max response, negative = inhibition, actives largely listed as inhibitors | Plk1 PBD binding of FITC phosphopeptide, fluorescence polarization | AID 720504, 2013 | hit rate 2.8% among 360,000; further: potency means the concentration at half of the fitted maximal effect; series mostly up to about 57 µM; on the % scale 0 is the no-effect control and ±100 the full control effect; nearly all actives have a fitted effect of over 65% in size
The depositor's hits bear a star; ? = inconclusive; nt = no result given; & = joins results of further samples; [ ] = dose if it differs, or a comment. Unless noted, the call rests on the fitted dose curve; in most records, active means well fitted curve in the direction sought with a large enough effect; inconclusive means small, poorly fitted or top-dose-only effect, or another doubt; inactive means no such curve, though single readings can be large; an effect the other way counts as inactive or inconclusive.

Each structure is followed by: GLP1R cytotox | D3 antag | GLP1R ag | PLK1 PBD inh | WRN helicase inh | IL-2 act | GLP-1R inv ag | DRD3 agonist | PI5P4K alpha inh
> CC(C)(C)C(=O)Nc1cccc(C(=O)Nc2cc(C(=O)O)cc(C(=O)O)c2)c1
 : -14% | 3 | -12% | -2% | 6% | 0.4 | 0% | 2 | 0
> O=C(COC(=O)c1c2c(nc3ccccc13)CCCCC2)c1ccc(Cl)s1
 : -1% | -1 | 20% | -10% | 1% | -3.7 | ? | -20 | 3
> O=C(NCc1cccs1)C(=O)c1c[nH]c2ccccc12
 : 0% | -5 | -4% | -7% | -4% | 0.8 | 14% | 3 | 1
> Cc1cc(NC(=O)c2cccs2)ncc1NC(=O)C(C)C
 : 3% | -6 | 1% | -17% | -28% | 0.0 | -20% | -9 | -14
> O=C(O)c1c[nH]c2c(C(F)(F)F)cccc2c1=O
 : -8% | -14 | 19% | 0% | -15% | -2.0 | -11% | 8 | 1
> Cc1cc(C)n2c(NC3CCCC3)c(-c3cccnc3)nc2n1
 : 0% | 25 | 0% | -1% | 6% | 4.0 | 25% | 5 | 0
> O=C(COc1ccc(Cl)cc1[N+](=O)[O-])NC1CCCCC1
 : -2% | -3 | 10% | -2% | -2% | -0.5 | -13% | -7 | 3
> COc1cc(/C=C/C(=O)OCC(=O)c2ccc[nH]2)cc(OC)c1OC
 : -10% | 8 | 8% | 1% | -18% | -3.9 | 42%[activator] | 6 | -7
> Cc1ccc(NC(=O)COC(=O)CCc2ccc(S(=O)(=O)N3CCOCC3)cc2)c(C)c1
 : 8% | 6 | 3% | 3% | 4% | -2.2 | 4% | 2 | -1
> COc1cccc(NC(=O)CCC2CCN(C(=O)c3cncs3)CC2)c1
 : 10% | -4 | -2% | -3% | -3% | 0.7 | 6% | 2 | 0
> Cc1ccc(S(=O)(=O)NCCC(=O)NC(C)CCc2ccccc2)cc1 (stereo not drawn)
 : -9% | 2 | 8% | 4% | -3% | 0.4 | ? | 9 | 4
> Nc1nc(NCC2CCCO2)nc(NCC2CCCO2)c1[N+](=O)[O-] (stereo not drawn)
 : -13% | -4 | -2% | -2% | 9% | 1.7 | 11% | 6 | -1
> Cc1cc(C(=O)CSc2nnc(Cc3ccccc3)o2)c(C)n1Cc1ccc2c(c1)OCO2
 : -10% | -14 | -6% | 1% | -3% | -0.9 | ? | 16 | -4
> CCN(/N=C/c1ccc(N(C)C)cc1)c1nc2ccccc2[nH]1
 : 13% | -8 | 8% | -9% | -9% | 0.0 | 1% | -2 | -1
> CC(C)CC1NC(=S)N(C2CCCCC2)C1=O (stereo not drawn)
 : -21% | 3 | 2% | 3µM* | ? | -2.9 | ? | 1 | -59*
> Nc1nonc1-n1nnc(C(=O)N/N=C/C2CCCCC2)c1-c1ccccc1
 : -14% | -13 | -2% | -20% | 3% | -2.5 | 23% | 2 | -8
> O=C(CSc1nnc(CNC(=O)c2ccc(F)cc2)o1)NCCc1ccccc1
 : -2% | -18 | 1% | -12% | -25% | -3.9 | -3% | -9 | -3
> Cc1nc(C(F)(F)F)nc(Nc2ccc(N=Nc3ccccc3)cc2)c1C#N
 : 5% | -3 | 7% | 6% | -11% | 1.7 | 26% | -1 | 13
> CCc1nnc(NC(=O)C2Cc3ccccc3CN2S(=O)(=O)c2ccc(C)cc2)s1 (stereo not drawn)
 : 0% | -12 | -3% | -15% | -9% | -1.3 | -4% | 0 | nt
> Cc1c(CC(=O)N[C@@H](C)C(=O)O)c(=O)oc2cc3oc4c(c3cc12)CCCC4
 : -16% | 1 | -1% | 1% | 1% | -3.6 | 11% | 2 | 0
> O=C(O)c1nn(CCSc2ccccc2F)c(=O)c2ccccc12
 : 2% | 13 | ? | 2% | -5% | 0.9 | 1% | 3 | -15
> CC(=O)Nc1ccc(NC(=O)C(C)OC(=O)c2cc(S(=O)(=O)N(C)C)ccc2N2CCCC2)cc1 (stereo not drawn)
 : 7% | -3 | 13% | -9% | 9% | -2.8 | 3% | -4 | 4
> Cc1ccc(C(=O)C2=C(O)C(=O)N(Cc3ccco3)C2c2ccc(N(C)C)cc2)o1 (stereo not drawn)
 : -23% | -5 | -5% | -10% | 10% | -2.7 | -12% | 2 | 3
> CC(=O)c1cccc(N2C(=NC(=O)C3CC3)SC3CS(=O)(=O)CC32)c1 (stereo not drawn)
 : ? | 7 | -3% | -3% | -7% | -0.5 | -5% | 11 | -5
> Cc1nn(-c2ccccc2)c(C)c1/C=N/NC(=O)CSc1nnc(SCc2cccc3ccccc23)s1
 : 9% | -12 | 11% | -6% | -11% | -0.7 | ? | 3 | 3
> COc1ccc(-c2nc3c(n2O)CCC/C3=N\O)cc1
 : -1% | -5 | -13% | -4% | -6% | -0.6 | 26% | 9 | nt
> Cc1cc(/C=N/NC(=O)c2ccncc2)c(C)n1-c1ccccc1
 : -5% | -29 | 10% | -1% | -9% | 1.1 | -19% | -6 | -1
> COc1ccc(C2=NOC(CNC(=O)c3ccccc3Br)C2)c(OC)c1 (stereo not drawn)
 : 2% | -9 | 10% | -2% | -5% | 0.5 | -3% | 7 | 2
> C=CCOc1cccc(C2C(C(=O)c3ccco3)=C(O)C(=O)N2Cc2ccco2)c1 (stereo not drawn)
 : 8% | -26 | 0% | -23% | -16% | -0.3 | -16% | -9 | 6
> COc1cc(C(C)=O)ccc1OCC(=O)N1CCC(Cc2ccccc2)CC1
 : -4% | 10 | 12% | -7% | 0% | -1.0 | 0% | 2 | -5
> O=C(Nc1ccc(Br)cc1)c1cccc2c1C(=O)N(C1CCCCC1)C2
 : -4% | -4 | 0% | 2% | 6% | -2.0 | -13% | -1 | -6
> O=C(NCCCn1ccnc1)C(=O)NCC1OCCN1S(=O)(=O)c1ccc(Br)cc1 (stereo not drawn)
 : -4% | 3 | 6% | 3% | 6% | -1.3 | 3% | 1 | 0
> COc1ccc(-c2csc(Cc3nnc4n3CCCCC4)n2)cc1
 : -1% | 15 | 5% | -6% | 0% | -0.2 | 0% | 3 | 2
> O=C(NCc1cccnc1)c1ccc(COc2ccc(Cl)cc2)cc1
 : -10% | 34 | 2% | -8% | 2% | -0.2 | ? | 4 | 2
> O=C(COC(=O)c1cccs1)NCc1ccccc1
 : -7% | -21 | -2% | -3% | 2% | 0.2 | -4% | -3 | -1
> O=C(O)CCc1ccc(-c2ccccc2)n1-c1cccc(O)c1
 : -9% | 1 | -2% | -16% | -6% | -0.5 | -11% | 5 | nt
> Cn1cnc([N+](=O)[O-])c1Cl
 : 2% | 18 | 7% | -7% | 8% | -1.1 | 21% | -4 | 4
> CCOc1ccc(C(=O)NC2CCN(C(=O)Nc3ccc(F)cc3)CC2)cc1
 : -8% | 15 | 12% | -14% | 9%[57.1 µM] | 1.7 | -5% | 8 | 7
> NS(=O)(=O)c1ccc(CCNC(=O)COC(=O)c2cc([N+](=O)[O-])ccc2N2CCOCC2)cc1
 : -15% | -9 | 24% | 0% | 3% | 1.3 | 2% | 1 | 1
> Cc1ccc(S(=O)(=O)N2CCOCC2)cc1C(=O)OCC(=O)NCc1ccc2c(c1)OCO2
 : -19% | 5 | 11% | -1% | -5% | 1.2 | -4% | 1 | 9
> CC(=O)N1CCN(c2ccc(NC(=O)c3ccc4c(c3)OCCO4)cc2Cl)CC1
 : -1%[7.66 µM] | 11 | 4% | 3% | -3% | 0.3 | 4%[7.66 µM] | 6 | 3
> CC(=O)Nc1c(Cl)cnn(-c2ccccc2)c1=O
 : -14% | 8 | -7% | -8% | 2% | -0.5 | -10% | 2 | 0
> O=[N+]([O-])c1cccc(/C=N/Nc2nc(NCc3ccccc3)nc(N3CCOCC3)n2)c1
 : -22% | 0 | 1% | 6% | -1% | -2.5 | 3% | 4 | 3
> Cc1ccn2c(-c3csc(NCc4ccccc4)n3)c(C)nc2c1
 : 4% | 12 | -27% | -10% | -12% | -1.0 | ? | 5 | 9
> CCCCn1c(C)cc2cc(O)ccc21
 : -9% | 2 | 4% | 1% | -3% | 1.9 | 14% | 4 | -14
> O=c1[nH]c2ccccc2cc1CN(Cc1cccnc1)S(=O)(=O)c1ccc([N+](=O)[O-])cc1
 : -1% | 1 | 5% | -11% | -4% | 0.2 | 4% | 9 | 4
> O=C1c2ccccc2C(c2nnnn2Cc2ccccc2)N1Cc1cccs1 (stereo not drawn)
 : 3%&4% | ? | 4%&7% | -7%&-12% | 0%&1% | -0.8&0.2 | 6%&10% | 3&-3 | -2&-5
> CCCCOc1ncnc2c1[nH]c1ccc(F)cc12
 : ? | 23 | -3% | -5% | -25% | -1.3 | 6% | 21 | nt
> COc1ccc(N(CC(=O)Nc2ccccc2C)S(=O)(=O)c2ccccc2[N+](=O)[O-])c(OC)c1
 : 16% | -10 | 12% | 7.5µM* | -8%[57.1 µM] | -0.7 | ? | -1 | ?
> COc1cc(/C=C2/C(=N)N3OC(C)=CC3=NC2=O)ccc1OC(=O)c1ccco1
 : -6% | -1 | 0% | -5% | -8%[57.1 µM] | 1.7 | -16% | -2 | -12
> C=CCOC(=O)C1=C(C)Nc2ncnn2C1c1cc(Br)ccc1F (stereo not drawn)
 : -11% | -8 | -1% | 1% | -12% | -2.4 | 0% | 2 | nt
